# BCR signal inh: chronic active BCR signaling inhibition. ABC-DLBCL IkBa-CBG/CBR reporter, luminescence ratio, 4 h. Potency, µM (titrated, usually from 46.1 µM), inactives show at the highest dose ratio change, negative = lower green/red ratio, most hits filed as inhibitors. actives 0.05% (n = 340,000); active means well fitted inhibition curve with a large enough effect in the signal ratio, with a control signal flat, not every such curve was filed as active; inconclusive means small, poorly fitted or top-dose-only effect, or effect the other way, or a change in a side signal; the % refers to the signal ratio;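 further: potency means the concentration at half of the fitted maximal effect; plate controls were basal doxycycline-induced cells for no effect and cells given 10 µM MG132 for full effect; MG132 reads +100%, hits lower the ratio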
#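 TMD8 human ABC-DLBCL cells with doxycycline-inducible IκBα–green luciferase fusion and unfused red luciferase, in 0.5% FBS medium; compounds up to 46 uM, 4 h at 37C. Green/red luminescence ratio, filter-overlap corrected, fitted to concentration-response curves.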
# MBNL1-CUG inh: inhibitors of human MBNL1 binding to CUG repeat RNA. actives 0.036% (n = 280,000). Potency, µM (titrated, usually from 57.5 µM), without a hit: at the top dose activity change, negative = inhibition, actives largely listed as inhibitors. AID 2675. Q9NR56. TR-FRET MBNL1-His/biotin-(CUG)12 binding, 665/545 ratio; active means well fitted inhibition curve with a large enough effect in the signal ratio, with a control signal flat, not every such curve was filed as active; inconclusive means small, poorly fitted or top-dose-only effect, or effect the other way, or a change in a side signal; inactive means no such curve, though single readings can be large or run the other way; the % refers to the signal ratio; further: potency means the concentration at half of the fitted maximal effect; on the % scale 0 is the no-effect control and ±100 the full control effect
# Target sequence (Q9NR56 whole entry, looked up): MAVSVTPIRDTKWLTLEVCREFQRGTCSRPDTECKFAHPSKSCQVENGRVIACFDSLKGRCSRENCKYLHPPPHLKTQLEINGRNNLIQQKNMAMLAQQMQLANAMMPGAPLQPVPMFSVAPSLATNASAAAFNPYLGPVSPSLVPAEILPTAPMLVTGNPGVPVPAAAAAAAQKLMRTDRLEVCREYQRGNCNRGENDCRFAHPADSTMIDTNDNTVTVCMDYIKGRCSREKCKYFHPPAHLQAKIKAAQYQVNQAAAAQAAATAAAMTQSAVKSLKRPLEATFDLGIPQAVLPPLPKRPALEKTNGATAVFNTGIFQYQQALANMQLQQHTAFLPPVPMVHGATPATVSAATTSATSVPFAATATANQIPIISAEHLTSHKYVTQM
#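 MBNL1-His + Biotin-(CUG)12, cpd titration 92 nM–58 uM; Tb anti-His Ab 0.055 ng/ul, SA-XL665 5 nM (final); 60 min RT; ratiometric 665/545 nm, Ex 340 nm; normalized to buffer and full-complex controls.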
# USP2a block: blocks human ubiquitin-specific protease USP2a; O75604; actives 0.01% (n = 330,000); USP2 core, Ub-CHOP2 coupled fluorogenic reporter, 485/531; Potency, µM (doses to about 38.3 µM), inactives show top-dose activity change, negative = inhibition, most hits filed as inhibitors;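 further: potency means the concentration at half of the fitted maximal effect; plate controls were DMSO wells for no effect and full inhibition by NEM control for full effect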
#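 Deubiquitinase activity read as fluorescence (485/531 nm) after Ub-CHOP2 cleavage activates the enterokinase reporter on its substrate; USP2 core 10nM, Ub-CHOP2 and substrate 25nM each, 30min compound preincubation then 60min RT; data normalized to NEM, curves fitted.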
# GALK inh: galactokinase (human) inhibition; Purified GALK, Kinase-Glo residual ATP luminescence; Potency, µM (doses to about 57.5 µM), for the others: at the highest dose activity change, negative = inhibition, actives largely listed as inhibitors; actives 0.007% (n = 270,000); further: potency means the concentration at half of the fitted maximal effect; on the % scale 0 is the no-effect control and ±100 the full control effect
#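 Quantitative HTS: GALK 5 nM, ATP 35 uM, galactose 100 uM, 1 h room temperature, then luciferase-based ATP detection.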
# PKM2 activator: increases activity of human pyruvate kinase M2; Potency, µM (doses to about 57.5 µM), without a hit: at the highest dose activation, most hits filed as activators; purified PKM2, Kinase-Glo ATP luminescence, activation; response scale: 0% is enzyme alone, no compound; AID 1631; P14618; actives 0.34% (n = 260,000); further: potency means the concentration at half of the fitted maximal effect; on the % scale 0 is the no-effect control and ±100 the full control effect; nearly all actives have a fitted effect of over 55% in size
#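 Kinase-Glo luminescence reports ATP generated from ADP (0.1 mM) and PEP (0.5 mM) by purified hPK-M2 after 1 h at room temperature, pH 7.2 imidazole buffer; intermediate enzyme activity allows detecting inhibitors and activators.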
# TSHR antagonist: antagonists of human thyroid stimulating hormone receptor; P16473; actives 0.2% (n = 330,000); activity change, negative = inhibition, % at 11.5 µM; AID 504810; TSHR-expressing cells, TSH-stimulated cAMP HTRF, 2 h; stronger effect = lower value;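 active means activity change below a set negative limit, meaning inhibition stronger than a set level, cut at about -70% in these data; inconclusive means activity change between two set negative limits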; further: on the % scale 0 is the no-effect control and ±100 the full control effect
#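 TSHR-expressing cells, 200/well, pre-treated with compound, then stimulated with EC80 TSH (4nM final) for 2 hours at 37 deg C. cAMP measured by competitive HTRF: anti-cAMP cryptate antibody in lysis buffer plus cAMP-d2, read after 30 minutes at room temperature.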
# Eya2 inh: inhibitors of human Eya2 phosphatase activity; O00167; recombinant Eya2, OMFP fluorescence dephosphorylation (OMFP is methylfluorescein phosphate); Potency, µM (doses to about 76.9 µM), inactives show at the highest dose activity, negative = inhibition, most hits filed as inhibitors; actives 0.006% (n = 330,000); further: potency means the concentration at half of the fitted maximal effect; on the % scale 0 is the no-effect control and ±100 the full control effect
#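 Eya2 (0.2 uM) preincubated 10 min at ambient with compound, then OMFP substrate added at 50 uM; 10 min reaction in 50 mM HEPES pH 7.5, 50 mM NaCl, 5 uM MgCl2, 0.05% BSA, 1 mM DTT. Fluorescence read at Ex 485/Em 525 nm.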
# Menin MLL FP TR: menin-MLL binding inhibition, Texas Red mutant peptide | actives 0.23% (n = 270,000) | Potency, µM (highest dose often 61.6 µM), inactives show top-dose FP activity change, negative = inhibition, most hits filed as inhibitors | O00255 | AID 1768 | Menin + Texas Red MLL mutant peptide, fluorescence polarization; active means well fitted inhibition curve with a large enough effect in the polarisation, with a control signal flat, not every such curve was filed as active; inconclusive means small, poorly fitted or top-dose-only effect, or effect the other way, or a change in a side signal; inactive means no such curve, though single readings can be large or run the other way; the % refers to the polarisation; further: potency means the concentration at half of the fitted maximal effect; % of control where 0% means no effect; many of its hits are not listed in these tables
# Target sequence (O00255 whole entry, looked up): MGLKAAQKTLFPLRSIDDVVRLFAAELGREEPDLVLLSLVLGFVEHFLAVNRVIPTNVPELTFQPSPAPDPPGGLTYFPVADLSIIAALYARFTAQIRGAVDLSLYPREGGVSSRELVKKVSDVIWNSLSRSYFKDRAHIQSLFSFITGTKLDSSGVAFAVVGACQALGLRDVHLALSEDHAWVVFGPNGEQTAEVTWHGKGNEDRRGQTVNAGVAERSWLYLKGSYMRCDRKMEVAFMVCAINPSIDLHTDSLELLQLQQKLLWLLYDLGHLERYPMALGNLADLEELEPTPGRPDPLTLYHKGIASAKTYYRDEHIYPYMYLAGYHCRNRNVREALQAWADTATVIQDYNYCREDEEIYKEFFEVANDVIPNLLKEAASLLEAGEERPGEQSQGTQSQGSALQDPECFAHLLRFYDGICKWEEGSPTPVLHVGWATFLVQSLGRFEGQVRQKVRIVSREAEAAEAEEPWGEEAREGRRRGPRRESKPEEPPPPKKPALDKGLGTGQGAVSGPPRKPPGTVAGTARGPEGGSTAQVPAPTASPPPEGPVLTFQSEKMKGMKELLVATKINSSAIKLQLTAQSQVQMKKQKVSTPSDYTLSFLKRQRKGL
# KCNH2 WT inh: blocks the wildtype human KCNH2 potassium channel; U2OS, BacMam KCNH2, thallium flux FluxOr; stronger effect = lower value; activity change, % at 1.84 µM; actives 0.37% (n = 340,000);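 active means maximum activity change below -70%; inconclusive means maximum activity change between -70% and -50%; inactive means maximum activity change above -50%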; further: on the % scale 0 is the no-effect control and ±100 the full control effect
#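 U2OS cells transduced with wild-type KCNH2 virus are loaded with FluxOr dye for 45 min, and thallium flux is measured in kinetic reads before and after stimulation buffer. Rate constants are normalized to DMSO controls.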
# Mito fusion yeast: blocks mitochondrial division or promotes mitochondrial fusion; S. cerevisiae fusion-defective mutant growth rescue, CellTiterGlo 48 h; actives 0.23% (n = 320,000); AID 485298; Potency, µM (top dose mostly 46.1 µM), inactives show at the top dose growth rescue (activation), most hits filed as activators;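 further: potency means the concentration at half of the fitted maximal effect; % of control where 0% means no effect; nearly all actives have a fitted effect of over 45% in size; temperature-sensitive fusion mutants such as fzo1-1 at 37 °C on non-fermentable ethanol glycerol medium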
#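 Yeast fusion mutant, YPEG (non-fermentable carbon), compound, 48 h at 37C non-permissive; CellTiterGlo added, 10 min RT, luminescence read. Rescued growth = division inhibition.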
# S-ASM inh: human S-ASM enzyme inhibition; Potency, µM (series often up to 57.5 µM), without a hit: at the highest dose activity change, negative = inhibition, hits mostly inhibitors; placental ASM, HMU-PC fluorogenic substrate, 60 min; actives 0.006% (n = 340,000); P17405; further: potency means the concentration at half of the fitted maximal effect
#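 Fluorogenic HMU-PC substrate (9 uM final) is turned over by placental ASM in 60 min at 37 C after a 10 min compound preincubation. Reaction ended by alkaline stop (pH 10), with fluorescence read at 386/447 nm.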
# * marks the source's active call; other numbers are inactive results; ? = inconclusive; . = no result given; [ ] = another dose, or the depositor's remark. Unless noted, the call rests on the fitted dose curve; in most records, active means well fitted curve in the direction sought with a large enough effect; inconclusive means small, poorly fitted or top-dose-only effect, or another doubt; inactive means no such curve, though single readings can be large; an effect the other way counts as inactive or inconclusive. An excerpt; rates above refer to the full screens.
SMILES,BCR signal inh,MBNL1-CUG inh,USP2a block,GALK inh,PKM2 activator,TSHR antagonist,Eya2 inh,Menin MLL FP TR,KCNH2 WT inh,Mito fusion yeast,S-ASM inh
O=C1CCCc2c1cc(C(=O)Nc1ccc(Cl)cn1)c(=O)n2-c1ccccc1,0%,6%,-4%,0%,-3%,-7,-7%,21%,1,15%,-8%
COCCCN1C(=O)C(=O)/C(=C(/O)c2ccc(S(=O)(=O)N3CCOCC3)cc2)C1c1ccc(C)cc1 (configuration not stated),6%,7%,0%,0%,-3%,-10,3%,.,-7,-1%,-10%
COc1ccc(CCNC(=O)C2c3ccccc3C(=O)N2CCC(C)C)cc1OC (configuration not stated),?,-4%,1%,3%,.,0,-22%,15%,0,4%,6%
O=S(=O)(c1ccc(NC(=S)N/N=C/c2c3ccccc3cc3ccccc23)cc1)N1CCOCC1,?,?,4%,0%,4%,-2,-19%,?,-11,5%,0%
O=C1c2ccccc2C(Nc2cccc(C(F)(F)F)c2)N1Cc1ccco1 (configuration not stated),-14%,-5%,-1%,4%,11%,-6,7%,2%,0,3%,-4%
Cc1ncc(CO)c2c1Oc1nc(-c3ccccc3)nc(SCC(=O)N(C)c3ccccc3)c1C2,-11%,0%,-8%,7%,.,34,6%,.,.,2%,.
Cc1ccc(CN2CC(C(=O)N3CCN(S(=O)(=O)c4cc(C)ccc4C)CC3)CC2=O)cc1 (configuration not stated),0%,.,1%,.,.,2,31%,.,-9,-3%,-2%
CCN(CC)c1nc(C#N)nc(N(CC)CC)n1,1%,1%,0%,-1%,-6%,-15,-5%,-9%,12,-1%,0%
Cc1cccc(CC(=O)NCCN2CCCCC2)c1,1%,-2%,5%,0%,0%,0,-5%,0%,10,-2%,7%
CCCCCC(=O)N[C@@H](c1ccccc1)[C@@H](O)C(=O)O[C@H]1C[C@@]2(O)[C@@H](OC(=O)c3ccccc3)C3[C@](C)(C(=O)[C@H](OC(C)=O)C(=C1C)C2(C)C)[C@@H](O)C[C@H]1OC[C@@]31OC(C)=O (some centres not stated),0%,1%,6%,.,-1%,-7,5%,-5%,4,-1%,-14%
Brc1ccc(-c2nnc(-c3ccc4c(c3)OCO4)o2)o1,?,2%,0%,-2%,1%,0,8%,?,-10,0%,1%
O=C(CSc1ncccc1C(=O)O)Nc1ccc2c(c1)OCCO2,-24%,4%,0%,0%,-1%,2,10%,-2%,0,-9%,3%
CCOC(=O)c1c(NC(=O)COC)sc(C(C)=O)c1C,?,9%,0%,0%,7%,-2,-17%,6%,19,21%,0%
CCCCn1nc2cc(C(=O)N(CC)c3ccc(OC)cc3)ccc2c1OCC,6%,7%,1%,-5%,0%,3,7%,-3%,-6,4%,25%
Cc1cc(OCC(=O)N2CCN(c3cccc(Cl)c3)CC2)c2c(C)c(C)c(=O)oc2c1,.,1%,0%,-1%,-7%,-10,-43%,-19%,-9,13%,-3%
O=S(=O)(/C=C/c1ccccc1)Nc1cccc(S(=O)(=O)NC2=NCCC2)c1,-6%,-9%,5%,2%,-3%,-11,-4%,-1%,-8,-5%,0%
COc1ccc(-c2cc(=O)oc3cc(OCC(=O)N4CCOCC4)ccc23)cc1,-4%,?,0%,6%,.,8,12%,-11%,11,12%,1%
CCOC(=O)c1sc2nc3n(c(=O)c2c1C)CCCCC3,9%,-3%,-1%,2%,-1%,-7,-6%,-10%,-4,22%,-8%
CC(C)C(=O)Nc1cccc(C(=O)Nc2ccccc2C(=O)O)c1,?,13%,1%,1%,-9%,-6,-3%,-8%,1,0%,5%
Cc1ccc(NC(=S)N2CCOCC2)cc1,0%,-5%,3%,2%,-1%,10,-6%,-10%,1,-5%,3%
O=C1c2ccccc2C(=O)N1Nc1ccc([N+](=O)[O-])cc1[N+](=O)[O-],5%,?,2%,3%,1%,10,-17%,?,10,-1%,-1%
CC(=O)c1c(C)[nH]c(C(=O)CSc2nnc3ccccn23)c1C,7%,-7%,-1%,0%,0%,-3,2%,16%,2,0%,1%
O=C(NCc1cc(C(F)(F)F)ccc1Cl)c1cccc2c1C(=O)c1ccc(N3CCC(Cc4ccccc4)CC3)cc1S2(=O)=O,-2%,.,13%,.,.,-1,-8%,.,-13,.,0%
CC(=O)c1cccc(NC(=O)CSc2nnc(-c3ccncc3)o2)c1,1%,.,2%,.,.,8,-7%,.,2,-2%,1%
CN1CCN(CCC(=O)Nc2ccc(OCc3ccccc3)cc2)CC1,16%,16%,1%,4%,-2%,30,7%,-12%,14,1%,6%

# The list goes on, starting with the last 4 of the part before.
SMILES,BCR signal inh,MBNL1-CUG inh,USP2a block,GALK inh,PKM2 activator,TSHR antagonist,Eya2 inh,Menin MLL FP TR,KCNH2 WT inh,Mito fusion yeast,S-ASM inh
CC(=O)c1c(C)[nH]c(C(=O)CSc2nnc3ccccn23)c1C,7%,-7%,-1%,0%,0%,-3,2%,16%,2,0%,1%
O=C(NCc1cc(C(F)(F)F)ccc1Cl)c1cccc2c1C(=O)c1ccc(N3CCC(Cc4ccccc4)CC3)cc1S2(=O)=O,-2%,.,13%,.,.,-1,-8%,.,-13,.,0%
CC(=O)c1cccc(NC(=O)CSc2nnc(-c3ccncc3)o2)c1,1%,.,2%,.,.,8,-7%,.,2,-2%,1%
CN1CCN(CCC(=O)Nc2ccc(OCc3ccccc3)cc2)CC1,16%,16%,1%,4%,-2%,30,7%,-12%,14,1%,6%
CC(=O)NCCN=Cc1sc2ccccc2c1O,-7%,?,0%,2%,0%,0,11%,?,-2,-1%,26%
Cc1ccc2nc(-c3ccc(SCC(=O)Nc4ccc5c(c4)OCCO5)nc3)[nH]c2c1,-14%,60%[activator],4%,.,1%,-1,2%,-11%,19,-7%,5%
CC(=O)c1ccccc1OC(=O)c1ccco1,6%,-2%,-1%,-1%,9%,8,-34%,-2%,0,-3%,0%
Cn1c(CCNS(=O)(=O)c2ccccc2)nc2cc([N+](=O)[O-])ccc21,0%,?,1%,9%,?,5,10%,22%,5,-5%,-2%
O=C1COc2ccc(S(=O)(=O)Nc3cccc(Cl)c3)cc2N1,1%,4%,-1%,-3%,.,-17,-9%,.,-1,0%,0%
Cc1ccc(NC(=O)CS(=O)CC(=O)N(CC(=O)NC(C)(C)C)c2cccc(C)c2C)cc1 (configuration not stated),-1%,-6%,1%,-1%,-1%,7,0%,-17%,-23,0%,-1%
CCc1nnc(NC(=O)CN2CC(C)OC(C)C2)s1 (configuration not stated),1%,2%,0%,-2%,1%,0,13%,11%,-1,-2%,1%
Cc1nn(C(=O)c2ccc3c(c2)OCO3)c(N)c1-c1ccccc1,-1%,-4%,1%,-1%,-20%,-4,8%,22%,-6,-3%,16%
O=C(CCSCCC(=O)N1CCCC1)N1CCCC1,0%,-7%,-1%,0%,6%,4,11%,9%,11,-6%,3%
Cc1ccc(S(=O)(=O)C2(C(=O)NCc3ccccc3Cl)CC2)cc1,-3%,-3%,0%,-2%,-3%,21,-3%,.,1,0%,-3%
Cn1cnnc1SCC(=O)N1c2ccccc2-c2c(ssc2=S)C1(C)C,0%,?,0%,0%,0%,-2,-8%,1%,.,0%,.
O=C(COC(=O)C12CC3CC(CC(Br)(C3)C1)C2)Nc1c(F)cccc1F,?,.,-5%,.,.,-9,6%,.,-7,.,-2%
COc1ccc(C(=O)Nc2ccc(NC(=O)c3cccs3)cc2)cc1Cl,10%,-13%,2%,-1%,-11%,3,1%,7.1µM*,.,0%,6%

# Bioassay records from PubChem BioAssay.
